Source: PubChem BioAssay (several laboratories)
NCOA2 inhibitor: human SRC2 (NCOA2) inhibition. Q15596. 370,000 tested, 0.17% active. inhibition, % at 9 µM. HEK293 GAL4-SRC2 luciferase reporter, luminescence;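 active means inhibition above the mean inhibition of all tested compounds plus 3 SD, set per campaign, cut at about 52% in these data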;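 further: 0% = DMSO treated cells and 100% = cells given Gossypol at 36 µM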
LMP1 NFkB inh: inhibitors of Epstein-Barr LMP1-induced NF-kappaB reporter. inhibition, % at 12.5 µM. 350,000 tested, 0.69% active. LMP1-induced NF-kappaB luciferase reporter cells, luminescence; in the data active means inhibition above about 41%; inconclusive means no clear call, values can overlap the other calls;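 further: 0% = neutral control wells and 100% = reference inhibitor control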
NOD2-RIPK2 inh: inhibitors of human NOD2-RIPK2 interaction | O43353 | inhibition, % at 4.98 µM | 360,000 tested, 0.38% active | CHO BLA complementation NOD2-RIPK2, CCF4 ratio; in the data active means inhibition above about 21%;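 further: 0% = vehicle only and 100% = reference blocker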
C8 TRAIL sens: caspase-8 TRAIL sensitization | 360,000 tested, 1% active | NB7+C8 cells + TRAIL, ATPlite viability luminescence | inhibition (viability loss, TRAIL sensitization), % at 10 µM;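 active means compounds causing at least 50% loss of cell viability in the single-dose screen, relative to plate controls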
TROY NFkB inh: blocks TROY-dependent signaling in reporter cells; Q293 LMP1-TROYcd NF-kB luciferase reporter, 4 h; inhibition, % at 10 µM; 360,000 tested, 0.98% active; AID 1347056;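 active means compounds whose plate-normalised and pattern-corrected inhibition of the luciferase reporter signal at the single screening dose is 50% or more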
Vif inh: blocks HIV Vif function | 340,000 tested, 0.35% active | HEK293T cells, Vif self-association by quenched fluorescence, imaging, 24 h | inhibition, % at 7.49 µM; in the data active means inhibition above about 50%, passing the limit was not always enough; inconclusive means no clear call, values can overlap the other calls; inactive means below about 31%; further: some results filed as inactive read as strong as hits
NCOA3 inh: inhibits human SRC3 coactivator; Q9Y6Q9; HEK293 GAL4-SRC3 luciferase reporter, luminescence; 360,000 tested, 0.17% active; inhibition, % at 3.6 µM;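 active means inhibition above a per-campaign cutoff, the mean of all compounds plus 3 SD, cut at about 60% in these data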;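 further: 0% = DMSO-treated cells and 100% = gossypol-treated cells at 36 µM; higher means less SRC3-driven luciferase light from the GAL4 reporter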
SRC1 inh: human NCOA1 inhibition; Q15788; HEK293 GAL4-SRC1 luciferase reporter, luminescence; inhibition, % at 3.6 µM; 360,000 tested, 0.12% active; AID 588354;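 active means inhibition above the campaign mean plus 3 SD, with each screening campaign given its own cutoff, cut at about 60% in these data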;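 further: 0% = DMSO treated cells and 100% = gossypol at 36 µM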
Target sequence (Q15788 whole entry, looked up, the tested form may be a part): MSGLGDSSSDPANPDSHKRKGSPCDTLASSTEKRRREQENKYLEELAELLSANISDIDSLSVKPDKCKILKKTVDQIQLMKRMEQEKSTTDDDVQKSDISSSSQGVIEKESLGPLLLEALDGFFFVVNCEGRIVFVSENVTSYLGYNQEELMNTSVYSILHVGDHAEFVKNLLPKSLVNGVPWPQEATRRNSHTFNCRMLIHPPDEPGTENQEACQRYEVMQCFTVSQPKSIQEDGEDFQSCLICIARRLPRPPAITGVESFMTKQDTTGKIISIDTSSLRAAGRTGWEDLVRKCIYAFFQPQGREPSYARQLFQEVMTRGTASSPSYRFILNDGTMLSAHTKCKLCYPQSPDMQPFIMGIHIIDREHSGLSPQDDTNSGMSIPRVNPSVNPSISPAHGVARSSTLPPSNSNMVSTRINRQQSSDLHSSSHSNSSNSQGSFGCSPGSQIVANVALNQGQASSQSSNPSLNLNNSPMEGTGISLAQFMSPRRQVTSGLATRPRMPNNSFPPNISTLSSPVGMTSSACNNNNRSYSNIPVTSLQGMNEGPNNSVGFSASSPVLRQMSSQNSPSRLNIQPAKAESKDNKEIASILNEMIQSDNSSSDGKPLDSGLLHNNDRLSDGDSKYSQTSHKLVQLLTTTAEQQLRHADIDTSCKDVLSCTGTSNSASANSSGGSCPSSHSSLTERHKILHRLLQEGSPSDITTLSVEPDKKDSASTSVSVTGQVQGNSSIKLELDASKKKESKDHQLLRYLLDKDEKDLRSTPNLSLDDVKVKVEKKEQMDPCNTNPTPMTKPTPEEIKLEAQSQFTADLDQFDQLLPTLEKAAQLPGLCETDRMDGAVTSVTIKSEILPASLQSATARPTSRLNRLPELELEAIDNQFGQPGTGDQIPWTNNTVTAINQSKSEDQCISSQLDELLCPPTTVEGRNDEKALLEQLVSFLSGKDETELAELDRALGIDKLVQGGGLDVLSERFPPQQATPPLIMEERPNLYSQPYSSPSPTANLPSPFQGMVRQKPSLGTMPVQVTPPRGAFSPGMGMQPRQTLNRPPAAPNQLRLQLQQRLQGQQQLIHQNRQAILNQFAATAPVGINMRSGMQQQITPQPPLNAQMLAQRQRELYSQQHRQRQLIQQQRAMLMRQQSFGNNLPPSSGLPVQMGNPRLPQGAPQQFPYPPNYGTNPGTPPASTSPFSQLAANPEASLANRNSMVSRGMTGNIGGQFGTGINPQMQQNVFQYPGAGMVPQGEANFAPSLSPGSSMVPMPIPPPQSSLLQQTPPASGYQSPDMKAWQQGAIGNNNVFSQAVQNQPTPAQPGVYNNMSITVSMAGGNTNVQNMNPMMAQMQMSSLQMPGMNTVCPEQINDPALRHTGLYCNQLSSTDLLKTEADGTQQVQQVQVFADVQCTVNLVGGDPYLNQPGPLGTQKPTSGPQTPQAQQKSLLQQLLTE
LRH-1 inv ag: inverse agonists of human LRH-1 (NR5A2) | AID 602396 | HEK293T StAR-luciferase reporter, LRH-1 transfected, 24 h | 360,000 tested, 0.13% active | O00482 | inhibition, % at 3.6 µM;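 active means inhibition above the mean inhibition of all tested compounds plus 3 SD, cut at about 73% in these data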;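 further: 0% = DMSO wells and 100% = reporter-only cells lacking LRH-1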
NR2F2 inh: NR2F2 (human) inhibition, primary screen | inhibition, % at 8.6 µM | P24468 | HEK293T NGFI-A luciferase reporter, luminescence | 370,000 tested, 0.7% active;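 active means inhibition above a per-plate cutoff, mean inhibition of test wells between control levels plus 3 SD, cut at about 38% in these data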;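 further: cells cotransfected with COUP-TFII expression vector driving the NGFI-A reporter; 0% = median of COUP-TF2 test wells and 100% = reporter-only cells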
TLR9-MyD88 block: blocks human TLR9 binding to MyD88. Q9NR96+Q99836. CHO BLA complementation TLR9-MyD88, CCF4 FRET ratio. inhibition, % at 4.98 µM. 340,000 tested, 0.21% active. AID 504734;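 active means inhibition above the mean over all tested compounds plus 3 SD, cut at about 21% in these data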;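 further: 0% = DMSO only wells and 100% = clavulanate BLA inhibitor control wells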
An asterisk follows results filed as active; ? = inconclusive; . = no result given.

SMILES	NCOA2 inhibitor	LMP1 NFkB inh	NOD2-RIPK2 inh	C8 TRAIL sens	TROY NFkB inh	Vif inh	NCOA3 inh	SRC1 inh	LRH-1 inv ag	NR2F2 inh	TLR9-MyD88 block
O=C(NC(=O)c1cc([N+](=O)[O-])ccc1Cl)C1=C(N2CCCC2)COC1=O	-16	2	-11	-8	-13	-15	-14	9	-1	-26	2
O=C(CCc1ccccc1)NNC(=O)c1ccc(F)cc1	-10	-5	-4	-4	-6	-4	-1	-23	-4	25	8
Cc1ccc(CNC(=O)NC23CC4CC(CC(C4)C2)C3)cc1	-13	-1	-22	-9	-13	1	-1	-3	4	11	-1
COc1ccc(NC(=O)CCN2C(=O)c3cccc([N+](=O)[O-])c3C2=O)cc1	18	-7	4	-6	-1	0	10	-3	2	-13	-11
O=C(CCNS(=O)(=O)c1ccccc1C(F)(F)F)NCCCN1CCOCC1	-30	3	-10	5	-4	4	-11	3	-9	-11	-7
Cc1ncc([N+](=O)[O-])n1CCOC(=O)c1ccc(Cl)cc1Cl	-8	-4	-6	-3	-9	-2	-2	5	2	12	2
COc1ccc(OC)c(S(=O)(=O)n2nnc3ccccc32)c1	-6	-3	-3	-22	-1	.	-7	-12	-8	9	-2
Cc1ccc(NC(=O)CN(C)S(=O)(=O)c2cccc3nsnc23)cc1Cl	4	28	-3	-5	1	?	13	2	-24	16	-6
Cc1ccc(COC(=O)c2nn(-c3ccccc3)nc2N)cc1	1	-3	-4	-2	-55	0	3	9	-2	17	-2
COc1ccc(-c2cc(-c3ccccc3)c(C#N)c(S(C)=O)n2)cc1 (stereo unspecified)	29	11	9	91*	-20	10	5	12	23	7	12
O=S(=O)(c1ccc(-c2ccon2)s1)N1CCCC1	-21	-3	-3	-2	6	-3	27	4	-9	-16	3
O=C(O)CCC(=O)N1N=C(c2ccccc2)CC1c1cccs1 (stereo unspecified)	-17	0	-6	9	-13	0	2	6	-2	18	5
CC(=O)CSc1nnc(-c2ccc3c(c2)OCO3)o1	0	2	-9	35	31	-3	-110	-102	-129	-12	10
CCOc1cccc(C(=O)N2CCCN(C)CC2)c1	-12	4	-2	-5	10	-17	0	-10	-15	3	3
CC(NC(=O)C1CCN(c2nnc(-n3cccc3)s2)CC1)C12CC3CC(CC(C3)C1)C2 (stereo unspecified)	-29	-1	-5	4	8	-5	4	2	3	3	1
CCOc1cc(CNCCO)cc(Br)c1OCc1ccc(Cl)cc1	-14	-22	14	1	-18	-7	13	16	22	-2	-13
CCCC1(c2ccccc2)NC(=O)N(CC(=O)Nc2cc(OC)cc(OC)c2)C1=O (stereo unspecified)	5	-9	6	1	6	2	-9	-13	7	-6	-2
Cc1nn(CC(=O)NNC(=S)Nc2ccccc2)c(C)c1[N+](=O)[O-]	4	11	-10	-5	0	2	-10	2	-11	8	2
Cn1c(CNC(=O)CCNC(=O)c2ccc(Br)cc2)cc(=O)n(C)c1=O	-18	-4	-6	-3	3	-6	2	13	16	8	2
O=C(CCSCc1ccccc1F)NCc1cccnc1	17	-9	3	-2	2	-1	15	-12	6	-8	-4
CCc1ccccc1NC(=O)N[C@@H](C)C(=O)OC	1	9	5	-17	5	-1	-13	5	-3	14	-8
COc1ccc(NC(=O)c2cc(C3CCCCN3C(=O)Cc3ccc(N(C)C)cc3)on2)c(C)c1 (stereo unspecified)	26	.	6	10	5	0	1	-2	-5	14	.
COCCNC(=O)/C(C#N)=C/c1c(N2CCCCCC2)nc2ccccn2c1=O	3	6	-21	-11	-9	25	-12	-11	-17	11	-26
Cc1ccc(S(=O)(=O)NN=C2CC(C)(C)OC2(C)C)cc1	-15	8	11	-2	-1	15	1	-9	24	15	-1
Clc1ccc(OCc2nnc3n2CCCCC3)c(Cl)c1	1	-12	-11	-3	-27	-2	7	-25	-17	-3	-4

An excerpt from above in order of the Vif inh value, largest number first.
Compound,NCOA2 inhibitor,LMP1 NFkB inh,NOD2-RIPK2 inh,Vif inh,NCOA3 inh,SRC1 inh,LRH-1 inv ag,NR2F2 inh,TLR9-MyD88 block
COc1ccc(NC(=O)c2cc(C3CCCCN3C(=O)Cc3ccc(N(C)C)cc3)on2)c(C)c1 (stereo unspecified),26,.,6,0,1,-2,-5,14,.
Clc1ccc(OCc2nnc3n2CCCCC3)c(Cl)c1,1,-12,-11,-2,7,-25,-17,-3,-4
CC(=O)CSc1nnc(-c2ccc3c(c2)OCO3)o1,0,2,-9,-3,-110,-102,-129,-12,10

Returning to the listing; the 7 compounds before the break are reprinted first.
SMILES	NCOA2 inhibitor	LMP1 NFkB inh	NOD2-RIPK2 inh	C8 TRAIL sens	TROY NFkB inh	Vif inh	NCOA3 inh	SRC1 inh	LRH-1 inv ag	NR2F2 inh	TLR9-MyD88 block
Cn1c(CNC(=O)CCNC(=O)c2ccc(Br)cc2)cc(=O)n(C)c1=O	-18	-4	-6	-3	3	-6	2	13	16	8	2
O=C(CCSCc1ccccc1F)NCc1cccnc1	17	-9	3	-2	2	-1	15	-12	6	-8	-4
CCc1ccccc1NC(=O)N[C@@H](C)C(=O)OC	1	9	5	-17	5	-1	-13	5	-3	14	-8
COc1ccc(NC(=O)c2cc(C3CCCCN3C(=O)Cc3ccc(N(C)C)cc3)on2)c(C)c1 (stereo unspecified)	26	.	6	10	5	0	1	-2	-5	14	.
COCCNC(=O)/C(C#N)=C/c1c(N2CCCCCC2)nc2ccccn2c1=O	3	6	-21	-11	-9	25	-12	-11	-17	11	-26
Cc1ccc(S(=O)(=O)NN=C2CC(C)(C)OC2(C)C)cc1	-15	8	11	-2	-1	15	1	-9	24	15	-1
Clc1ccc(OCc2nnc3n2CCCCC3)c(Cl)c1	1	-12	-11	-3	-27	-2	7	-25	-17	-3	-4
O=C(NCC(c1cccs1)N1CCOCC1)c1ccc(Cl)c(S(=O)(=O)N2CCOCC2)c1 (stereo unspecified)	-7	-2	-87	-5	23	-3	20	3	30	4	6
CN(C)S(=O)(=O)Nc1ccccn1	-10	-5	1	-10	-5	0	-9	-22	-9	-13	-3
COCC(C)N=CC1=C(O)CC(C)(C)CC1=O (stereo unspecified)	11	4	6	-14	-11	10	13	-4	-3	12	-1
O=c1c(F)cn(C2CCCO2)c(=O)n1Cc1c(Cl)cccc1Cl (stereo unspecified)	2	5	-7	0	15	4	3	-15	-3	-11	5
COc1cccc(-c2cnc(C(O)c3ccccc3)[nH]2)c1 (stereo unspecified)	-9	.	-7	5	57*	1	-15	-30	-39	-12	.
O=C(O)CNC(=O)c1ccc(Sc2ccccc2)c([N+](=O)[O-])c1	-20	3	-16	-2	16	-6	17	2	-6	3	-1
Cc1[nH]nc2ncc(C(=O)c3cc(F)ccc3O)cc12	15	5	-13	0	.	-13	19	31	-3	6	-8
O=C(O)C1C2C=CC3(CN(c4cccc(C(F)(F)F)c4)C(=O)C13)O2 (stereo unspecified)	4	-7	-7	9	-29	2	13	1	8	-11	7
Nc1nc(-c2cc3c(cc2Cl)OCCO3)cs1	-5	-24	-4	3	-34	-1	-32	-13	-21	-6	1
Cc1cc(=O)oc2cc(NC(=O)c3ccccc3C(=O)O)ccc12	-15	7	-9	-2	-6	-4	-18	-3	15	-14	3
CN(CC(=O)Nc1ccc(Cl)c(C(F)(F)F)c1)C(=O)c1cccs1	-7	4	1	2	2	-3	-2	3	20	-7	3
COC(=O)C1CCN(C(=O)CSc2nc3nc(C)cc(C)n3n2)CC1	-6	-1	1	5	-16	-8	1	-14	16	3	-2
COc1cccc(C2C(C(=O)c3cc4ccccc4o3)=C(O)C(=O)N2CCN(C)C)c1OC (stereo unspecified)	1	-15	6	-13	17	35	13	-6	23	22	-3
CCOC(=O)c1ccc(NC(=O)C23CCC(C)(C(=O)O2)C3(C)C)cc1 (stereo unspecified)	-83	-19	-17	-7	13	-5	-87	-54	-68	-29	-16
COc1ccc(NC2CCCN(C(=O)CN3CCOC3=O)C2)cc1OC (stereo unspecified)	-28	7	-4	-7	4	9	-9	9	3	0	5
COCC(=O)NC1CC2CCC(C1)N2C(=S)Nc1ccccc1C(=O)OC (stereo unspecified)	-26	7	-3	-5	-22	-2	3	-3	1	1	1
COc1ccc(CCNC2CC(=O)N(C)C2=O)cc1OC (stereo unspecified)	9	-8	-6	-5	-1	1	-3	-12	10	-14	0
CCOC(=O)CC1=CC(=O)Nc2ccccc2N1	4	-8	1	-12	10	-1	7	-8	1	-2	-8
CC(=O)OCC(=O)NCc1ccc2c(c1)OCO2	-13	-3	-4	7	-4	3	7	9	27	-13	-1
COc1ccc(C(=O)c2c[nH]c(C(=O)NCCCn3ccnc3)c2)cc1	-2	-2	-8	-7	-6	0	-4	-16	-10	27	-5
CCOc1ccc(NC2=NCC(=O)N2Cc2cccs2)cc1	-7	2	-6	-19	1	8	-1	-8	-14	-4	-2
COc1ccc(N(CC(=O)NC2CCCCC2)C(=O)CCC(=O)Nc2nc(C)cs2)cc1OC	8	-2	-1	-8	5	11	-2	0	-3	7	0
N#Cc1c(SCC(=O)Nc2cccc(C(F)(F)F)c2)sc2c(O)cc(=O)[nH]c12	2	1	-17	-4	9	-7	17	-1	-18	13	-10
C=CCNc1nc(N)c([N+](=O)[O-])c(NC2CCCCC2)n1	-22	-6	-2	-6	-5	6	-11	3	2	-18	3
O=C(O)c1ccc(-n2nnnc2Oc2cccc3cccnc23)cc1	-2	1	1	-2	-2	11	6	1	6	-4	4
Cc1ccc(NC(=O)c2nnn(-c3cc(C)cc(C)c3)c2N)cc1	-37	6	-1	11	-36	-13	-29	-22	-54	-12	4
COc1ccc([N+](=O)[O-])cc1NC(=O)c1cn(-c2ccc(C)c(C)c2)c(=O)c2ccccc12	-8	11	-13	14	-9	-4	7	5	8	4	2
COc1cc(/C=C/C(=O)OCC(=O)Nc2ccc3[nH]c(=O)[nH]c3c2)ccc1OC(F)F	29	-19	-10	-2	-5	0	3	2	16	-27	23*
COc1ccccc1C(=O)OCCNC(=O)Cn1cnc2c1c(=O)n(C)c(=O)n2C	28	-5	-5	-5	12	3	7	-2	-1	6	8
Cc1ccc(C(=O)NCC(=O)NCC(c2cccs2)N2CCOCC2)cc1 (stereo unspecified)	-43	-3	-2	3	-1	-1	7	-1	-5	-14	4

2 entries from above, with values under each structure:
Order of results: NCOA2 inhibitor, LMP1 NFkB inh, NOD2-RIPK2 inh, C8 TRAIL sens, TROY NFkB inh, Vif inh, NCOA3 inh, SRC1 inh, LRH-1 inv ag, NR2F2 inh, TLR9-MyD88 block
Nc1nc(-c2cc3c(cc2Cl)OCCO3)cs1
 : -5, -24, -4, 3, -34, -1, -32, -13, -21, -6, 1
Cc1cc(=O)oc2cc(NC(=O)c3ccccc3C(=O)O)ccc12
 : -15, 7, -9, -2, -6, -4, -18, -3, 15, -14, 3

The list is partial; rates above refer to the full screens.
